mcGAS lum – blocks mouse cGAS activity | recombinant cGAS, Kinase-Glo ATP depletion luminescence | inhibition, % at 12.5 µM | 160,000 tested, 0.15% active;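 further: 0% = negative control wells and 100% = reference inhibitor with no enzyme activity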
hcGAS inh – human cGAS inhibition | Q8N884 | recombinant h-cGAS, ATP depletion, Kinase-Glo luminescence | inhibition, % at 12.5 µM | 290,000 tested, 0.081% active;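 further: 0% = vehicle reaction and 100% = reaction without DNA for no activity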
Target sequence (Q8N884 whole entry, looked up): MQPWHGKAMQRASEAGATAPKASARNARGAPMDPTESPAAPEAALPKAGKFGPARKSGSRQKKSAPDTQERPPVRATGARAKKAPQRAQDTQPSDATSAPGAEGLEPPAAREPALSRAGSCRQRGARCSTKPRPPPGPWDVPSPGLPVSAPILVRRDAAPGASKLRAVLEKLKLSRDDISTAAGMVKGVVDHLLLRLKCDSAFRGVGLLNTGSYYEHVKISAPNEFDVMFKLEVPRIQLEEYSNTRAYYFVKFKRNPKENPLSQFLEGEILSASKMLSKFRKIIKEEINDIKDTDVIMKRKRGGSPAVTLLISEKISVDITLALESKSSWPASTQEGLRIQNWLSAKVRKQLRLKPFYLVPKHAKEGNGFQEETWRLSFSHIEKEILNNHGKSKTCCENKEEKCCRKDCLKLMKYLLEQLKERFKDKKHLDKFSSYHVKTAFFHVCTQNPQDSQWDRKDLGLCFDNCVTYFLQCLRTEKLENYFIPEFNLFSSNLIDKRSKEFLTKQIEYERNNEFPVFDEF
NPYLR7 agonist – activates Aedes aegypti NPYLR7 receptor | HEK293T NPYLR7/Galpha15, GCaMP6s calcium fluorescence | activation, % at 10 µM | 270,000 tested, 0.15% active | AID 1259423; in the data active means activation above about 40%;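 further: 0% = vehicle and 100% = reference agonist at the receptor; some compounds past the cut are filed as inactive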
Numbers without * were called inactive; . = not tested or not shown; & = joins results of further samples. Unless noted, no stated cut-off is given here; in the data, active means inhibition above about 40%; inactive means the rest.

SMILES | mcGAS lum | hcGAS inh | NPYLR7 agonist
O=C(c1nnc(-c2ccccc2)o1)N1CCN(C(c2ccc(Cl)cc2)c2ccc(Cl)cc2)CC1 | -3 | -2 | -3
CCOC(=O)N1CCC(N2CCC3(CCNC(=O)CC3)CC2)CC1 | . | -5 | 23
COc1ccc(C)cc1NC(=O)C(C)n1ncccc1=O (stereo unspecified) | . | -3 | -1
Cc1[nH]c(-c2ccccc2)nc1C(C)N=O (stereo unspecified) | . | -13 | -3
Cc1cc(NC(=O)CSc2nc3ccc(N4CCCCC4)cc3c(=O)n2Cc2ccccc2)n[nH]1 | . | 4 | -4
CCCCN(C)S(=O)(=O)c1ccc2c(c1)nc(SCc1cc(F)ccc1C)n2C1CCCC1 | -4 | -7 | 18
COc1ccc(CNC(=O)c2ccc(CSc3nnc4ccccn34)cc2)c(OC)c1 | -3 | -6 | -9
O=C(CSc1n[nH]c(-c2cccs2)n1)Nc1ccnn1C1CCCC1 | . | -5 | 7
CC(=O)c1c(C)[nH]c(C(=O)NC2CCN(C)CC2)c1C | 2 | 3 | 29
COc1ccc(C2SCC(C(=O)NCC(C)C)N2C(=O)c2cccs2)cc1OC (stereo unspecified) | -4 | -3 | .
Oc1cccc2c(N=Cc3ccc(F)c(F)c3)cccc12 | . | -8 | 8
Cc1c(C(=O)NCc2cccc([N+](=O)[O-])c2)sc(=O)n1Cc1ccccc1F | . | -5 | 3
O=S(=O)(c1ccc(-c2ccno2)o1)N1CCC2(CCNCC2)C1 | . | -2 | -2
O=C(c1cccs1)N1CCOC(CCc2ccccc2)C1 (stereo unspecified) | . | -6 | 18
CCc1nc2ccc(C(=O)Nc3ccc(NC(C)=O)cc3)cn2c1N(C)CCC(C)C | 2 | 5 | -5

Quoted from the listing:
O=C(CSc1n[nH]c(-c2cccs2)n1)Nc1ccnn1C1CCCC1 – NPYLR7 agonist: 7
O=C(c1cccs1)N1CCOC(CCc2ccccc2)C1 (stereo unspecified) – NPYLR7 agonist: 18
CCOC(=O)N1CCC(N2CCC3(CCNC(=O)CC3)CC2)CC1 – hcGAS inh: -5
Cc1cc(NC(=O)CSc2nc3ccc(N4CCCCC4)cc3c(=O)n2Cc2ccccc2)n[nH]1 – NPYLR7 agonist: -4
CCCCN(C)S(=O)(=O)c1ccc2c(c1)nc(SCc1cc(F)ccc1C)n2C1CCCC1 – mcGAS lum: -4
Cc1[nH]c(-c2ccccc2)nc1C(C)N=O (stereo unspecified) – NPYLR7 agonist: -3

Further compounds
SMILES | mcGAS lum | hcGAS inh | NPYLR7 agonist
CCCC1CN(Cc2ccc3c(c2)OCO3)C(=O)c2ccc(C)nc2O1 (stereo unspecified) | -7 | 6 | 5
CC(C)CNC(CC(=O)Nc1cccnc1)C(=O)O (stereo unspecified) | -9 | -7 | -1
C=CCOCC(O)CN(Cc1ccc2c(c1)OCO2)Cc1cccc(OC)c1OC (stereo unspecified) | -6 | -10 | 14
COc1ccc(S(=O)(=O)NCC2CCCN(C(=O)c3cnsn3)C2)cc1 (stereo unspecified) | 1 | 4 | -5
COc1ccc(-c2cc(CC(=O)N3c4ccc(F)cc4CCC3C)no2)cc1OC (stereo unspecified) | -6 | -5 | 2
CCc1nnc(CN(C)c2ncc(C)c(N(C)C)n2)o1 | . | -12 | -1
COc1ccc(N2CN(C(=O)CN(C(=O)c3cc(OC)cc(OC)c3)C3CC3)CC2=O)cc1 | -5 | -9 | 26
CC(C(=O)N1CCCCC1)N(C)CC(=O)Nc1ccc(Cl)cc1 (stereo unspecified) | . | 6 | 3
CCn1c(=O)c(C(=O)NC(C)C)nn(-c2ccc(C)c(F)c2)c1=O | 1 | -1 | -5
COC(C)c1nncn1-c1cccc2ccccc12 (stereo unspecified) | . | 5 | 4
Cc1ccc(S(=O)(=O)N2CC(=O)N(CC(O)C(F)(F)F)CC(C)(C)C2)cc1 (stereo unspecified) | -4 | 2 | 0
CCn1cc(C(CC(=O)NC(C)c2ccccc2)c2cccc(C)c2)c2ccccc21 (stereo unspecified) | -6 | -8 | 19
CCN(Cc1ccncc1)C(=O)CC(=O)Nc1cc(C)cc(C)c1 | . | -3 | 3
CN(Cc1ccco1)C(=O)c1ccccc1N1CCC(NC(=O)C2CCC2)CC1 | -3 | -2 | -2
Cc1nnsc1CNC(=O)CC1COc2ccc(C(=O)N(C)C)cc2N1C (stereo unspecified) | . | 1 | 3

Just hcGAS inh and mcGAS lum, for two of the compounds above:
Molecule	hcGAS inh	mcGAS lum
C=CCOCC(O)CN(Cc1ccc2c(c1)OCO2)Cc1cccc(OC)c1OC (stereo unspecified)	-10	-6
COc1ccc(S(=O)(=O)NCC2CCCN(C(=O)c3cnsn3)C2)cc1 (stereo unspecified)	4	1

Continuation:
SMILES | mcGAS lum | hcGAS inh | NPYLR7 agonist
CCc1ccccc1-n1ccc(C#N)c1C(=O)NCCN(C)C | -2 | 2 | .
COc1ccc(CCN(C)c2cc(-c3ccccc3)nc(SCc3ccc(C(=O)NCc4ccncc4)o3)n2)cc1OC | -1 | 0 | 9
Cc1ccc(-n2ncc3c(=O)n(NC(=O)Cc4ccccc4)cnc32)cc1C | . | -12 | 1
CCOC(C)=C(C#N)C(=O)O | -5 | -3 | 14
CCN(CC)c1ccc2cc(-c3nnc(-c4cccc(Br)c4)o3)c(=O)oc2c1 | -6 | -1 | -4
Cc1ccc(-c2nc(C)c(Cc3ccccc3)c(N3CCN(C(=O)/C=C/c4ccccc4)CC3)n2)cc1 | 0 | -1 | -11
COCCCN(CC(=O)N(CCc1c[nH]c2ccccc12)Cc1ccc(C(F)(F)F)cc1)S(=O)(=O)c1cccc(C(F)(F)F)c1 | -5 | -10 | -5
CC1C(=O)N(c2ccc3c(c2)CCC3)CCN1C(=O)c1ccc2c(c1)OCO2 (stereo unspecified) | -5 | -4 | 0
Cc1ccc(-n2nnnc2NCC2CCCOC2)cc1 (stereo unspecified) | . | -10 | 0
COC(=O)C(C)N1CCN(CC(=O)N(C)C)CC1 (stereo unspecified) | . | -5 | 4
Cc1cc(Br)c2c(c1)/C(=C1/SC(=S)NC1=O)C(=O)N2C | 6 | 4 | -7
O=S(=O)(NCc1ccc(Cl)cc1)N1CCCCCC1 | . | -6 | 1
O=C(c1c(Cl)cc(Cl)cc1Cl)N1CCC(c2nc(-c3ccc4c(c3)OCO4)no2)CC1 | 2 | -2 | 3
Cc1csc(N(CC(F)(F)F)C(=O)c2cc(Cl)c3c(c2)OCO3)n1 | -18 | -7 | -6
CCOC(=O)C1CCCN(C(=O)c2nn(-c3ccccc3F)c(=O)n(Cc3cccc(C(F)(F)F)c3)c2=O)C1 (stereo unspecified) | 1 | 2 | -5
Cc1nc2scc(C)n2c(=O)c1NC(=O)C1CCCO1 (stereo unspecified) | -9 | -8 | 18
Cc1nn(-c2ccc(C(F)(F)F)cc2)c(C)c1CCC(=O)N[C@H]1CCCCNC1=O | 3 | 4 | 1
COc1ccc(CN(CCc2c[nH]c3ccccc23)C(=O)CN(C(=O)c2cc(OC)cc(OC)c2)C2CC2)cc1 | -3 | -1 | 0
O=c1c(Oc2ccccc2)c(C(F)(F)F)oc2cc(O)ccc12 | . | -4 | -5
O=C(CSc1nc(=O)n(CCO)c2c1CCC2)Nc1ccc(F)cc1F | -9 | -8 | -1
CCOCCCN(CC(=O)N(Cc1ccccc1)Cc1sccc1C)C(=O)c1cccc(Br)c1 | 2 | 4 | -5
CCCCC(=O)N(C)c1c(C)nc2ccc(C(=O)Nc3cccc(OC)c3)cn12 | -2 | -3 | -1
CN(Cc1cnc(N)nc1)Cc1cnn(-c2ccc(F)cc2)c1 | -15 | -7 | 3
c1ccc(-c2nnc(CSc3nnc(NC4CC4)s3)o2)cc1 | -6 | -8 | 0
COCCOC1CCN(Cc2c(C(=O)N3CCCC3)nc3ccccn23)CC1 | . | -8 | 8
CCOC(=O)c1[nH]c(CN2CCOCC2)c(C(=O)OCC)c1C | . | -3 | -1
CCCCCCNC(=O)c1cc(-c2ccc(C)o2)nn1-c1ccccc1 | -4 | -5 | 5
CC(C)(C)C(=O)COC(=O)c1nccnc1N | . | -9 | 0
COc1ccc(-c2cc(N)n(-c3ccc(C(=O)NCc4ccncc4)cc3)n2)cc1 | -4 | 0 | 1
CN(C)Cc1csc(-c2nccn2CCc2cccnc2)c1 | . | -6 | 5

Full records as entered above. Screens in order: mcGAS lum, hcGAS inh, NPYLR7 agonist
C=CCOCC(O)CN(Cc1ccc2c(c1)OCO2)Cc1cccc(OC)c1OC (stereo unspecified) as listed: -6, -10, 14
c1ccc(-c2nnc(CSc3nnc(NC4CC4)s3)o2)cc1 as listed: -6, -8, 0
CCc1nnc(CN(C)c2ncc(C)c(N(C)C)n2)o1 as listed: ., -12, -1
CCc1ccccc1-n1ccc(C#N)c1C(=O)NCCN(C)C as listed: -2, 2, .
O=S(=O)(c1ccc(-c2ccno2)o1)N1CCC2(CCNCC2)C1 as listed: ., -2, -2

Further records follow.
SMILES | mcGAS lum | hcGAS inh | NPYLR7 agonist
CCc1ccc(Nc2nnc(SCC(=O)N(C)CC(=O)Nc3cc(C)ccc3C)s2)cc1 | -6 | -5 | -6
CO[C@H]1[C@H](NC(=O)c2ccccn2)c2ccccc2C12CCN(C(=O)CSc1ccccc1)CC2 | -26 | -4 | -1
Cc1nc(C)c(CNC2CCCSC2)s1 (stereo unspecified) | . | -3 | -2
Cc1cc(C(=O)N(Cc2ccco2)c2nc3ccccc3s2)n(C)n1 | . | -5 | 5
CN1C(C(=O)NC(C)(C)CO)=CC(c2ccco2)=NS1(=O)=O | . | 1 | 0
Cc1nnsc1CN(C)c1nc(CCN)nc2ccccc12 | . | -7 | 16
COc1cn(CC(=O)Nc2ccc(C(N)=O)cc2)c(CO)cc1=O | -7 | -8 | 2
COc1cn(CC(=O)Nc2ccc(C)cc2)c(CSc2ccc(C)cc2)cc1=O | -8 | -13 | -2
COc1ccc(C)c2sc(N(Cc3cccnc3)C(=O)/C=C/c3cccs3)nc12 | -7 | -5 | -12
CN(C)C1(CNC(=O)c2cc(C3CC3)[nH]n2)CCSC1 (stereo unspecified) | . | -12 | 2
NC(=O)c1ccc(NC(=O)Cn2nc(-c3ccccc3)c3sc(N4CCOCC4)nc3c2=O)cc1 | -8 | -8 | -1
O=C(NOCc1ccccc1)C(c1ccccc1)N1CCCC1 (stereo unspecified) | -4 | 1 | -4
CN(C)c1ccc(CN2CCC3(CC2)C(=O)N(Cc2ccccc2)C(=O)N3CCc2ccccc2)cc1 | -2 | 7 | 5
Cc1ccc2oc(C(=O)N(C)CCc3ccccc3)cc2n1 | -15 | -11 | -2
Cc1ccccc1NC(=O)N(CC(=O)N(Cc1ccc2c(c1)OCO2)Cc1sccc1C)C(C)C | -5 | -3 | 7

Brought forward from above: 2 compounds; new compounds follow.
SMILES | mcGAS lum | hcGAS inh | NPYLR7 agonist
Cc1ccc2oc(C(=O)N(C)CCc3ccccc3)cc2n1 | -15 | -11 | -2
Cc1ccccc1NC(=O)N(CC(=O)N(Cc1ccc2c(c1)OCO2)Cc1sccc1C)C(C)C | -5 | -3 | 7
Fc1ccc(NN=Cc2ccc(F)c(F)c2)c(F)c1 | . | -4 | 4
COc1ccc2c(c1OC)C(=O)O[C@@H]2[C@H]1c2c(cc3c(c2OC)OCO3)CCN1C | -3 | -6&-5 | -7&3
CC(C)[C@H]1CC[C@H](C)C[C@@H]1OCC(=O)NCCc1nc2ccccc2[nH]1 | . | -5 | -8
OCc1cc(Cl)ccc1Sc1ccccc1F | . | 3 | -1
Cn1cc(CNCc2ccccc2-n2cncn2)c(-c2ccc(Oc3ccccc3)cc2)n1 | -3 | -2 | 2
CN(C)c1ccc(NC(=S)NC23CC4CC(CC(C4)C2)C3)cc1 | . | -11 | 4
CCOC(=O)c1cc(C(C)CC)n(-c2ccc(C(=O)Oc3ccc([N+](=O)[O-])cc3)cc2)n1 (stereo unspecified) | -5 | -1 | 1
CCOc1cc(C(=O)N2CCCC(C)C2)cc(Cl)c1O (stereo unspecified) | . | -5 | -7
CC(C)c1ccccc1N1C(=O)CSC1c1ccccc1NC(=O)c1ccc(Br)cc1 (stereo unspecified) | -4 | -8 | 0
O=C(c1ccc(F)cc1)N1CCC2(CC1)NC(=O)N(Cc1ccccc1)C2=O | -9 | -6 | 4
CCC1(C)NC(=O)N(N=Cc2c(C)nc3scc(C)n23)C1=O (stereo unspecified) | . | 3 | 0
CCC(=O)OCc1cc(F)cc2c1OC(c1ccccc1)OC2 (stereo unspecified) | . | -6 | 4
Cc1noc(C2CN(C(=O)c3ccc(-n4cccc4)cc3)C2)n1 | . | -8 | 2
CC(C)S(=O)(=O)c1ccc(C(=O)Nc2onc3c2CCCC3)cc1 | -6 | -7 | 13
CCCn1cc(C(=O)N(Cc2ccncc2)C(C)CC)c(C)n1 (stereo unspecified) | . | -2 | 15
CNC(=O)c1sc(C2(NC(=O)c3ccccc3)CCCC2)nc1C | -15 | -17 | 7
COc1cccc(/C=N\NC(=O)CSc2nc3ccccc3[nH]2)c1O | -6 | -6 | 4
Cc1ccccc1Cn1c(C)c(N2CCOCC2)c(C)c1C(=O)NCCc1ccccn1 | -6 | -11 | 16
CC1(C)O[C@@H]2C[C@@](OCc3ccccc3C#N)(C(=O)NCC3CCCO3)CC(OCc3ccc(C(F)(F)F)cc3)[C@@H]2O1 (stereo partly specified) | -4 | -1 | -8

Source: PubChem BioAssay
